Screening results (PubChem)
APJ antagonist = blocks the human apelin receptor APJ; P35414; CHO-K1 APJ beta-arrestin complementation, luminescence; inhibition, % at 20 µM; 330,000 compounds, 0.32% hits; AID 2521;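 active = inhibition above about 40% at 20 µM, limit read from the data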;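 note: cells challenged with 10 nM apelin-13 agonist together with compound; plate controls were apelin-13 plus DMSO wells for no effect and DMSO wells lacking apelin-13 for full effect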
Target sequence (P35414 whole entry, looked up): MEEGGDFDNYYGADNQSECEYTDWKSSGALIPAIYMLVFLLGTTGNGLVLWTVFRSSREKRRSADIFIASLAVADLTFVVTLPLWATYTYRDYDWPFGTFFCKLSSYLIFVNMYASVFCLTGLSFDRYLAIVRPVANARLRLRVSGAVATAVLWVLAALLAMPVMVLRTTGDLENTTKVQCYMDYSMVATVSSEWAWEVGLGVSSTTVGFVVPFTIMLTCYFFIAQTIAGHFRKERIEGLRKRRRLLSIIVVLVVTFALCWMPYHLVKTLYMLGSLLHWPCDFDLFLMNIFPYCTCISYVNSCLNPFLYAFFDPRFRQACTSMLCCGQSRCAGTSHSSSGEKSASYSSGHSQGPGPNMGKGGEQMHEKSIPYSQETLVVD
tim23-1 inh = tim23-1 yeast growth inhibition; S. cerevisiae tim23-1 growth, BacTiter-Glo luminescence, 24 h; inhibition, % at 20 µM; 330,000 compounds, 1.3% hits;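 active = growth inhibition of the mutant yeast at or above 50%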;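 note: temperature-sensitive mutant grown at 25 °C; plate controls were DMSO-treated mutant yeast for no effect and medium wells lacking yeast for full effect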
CXCR6 block = blocks human CXCR6 beta-arrestin recruitment; CHO-K1 PathHunter CXCR6 beta-arrestin, luminescence; inhibition, % at 20 µM; 360,000 compounds, 0.36% hits; AID 602244; in the data active = inhibition above about 34%, passing the limit was not always enough;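 note: antagonist mode with CXCL16 agonist at 10 nM final; 0% = 10 nM CXCL16 with DMSO and 100% = unstimulated wells without agonist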
Target sequence (O00574 whole entry, looked up): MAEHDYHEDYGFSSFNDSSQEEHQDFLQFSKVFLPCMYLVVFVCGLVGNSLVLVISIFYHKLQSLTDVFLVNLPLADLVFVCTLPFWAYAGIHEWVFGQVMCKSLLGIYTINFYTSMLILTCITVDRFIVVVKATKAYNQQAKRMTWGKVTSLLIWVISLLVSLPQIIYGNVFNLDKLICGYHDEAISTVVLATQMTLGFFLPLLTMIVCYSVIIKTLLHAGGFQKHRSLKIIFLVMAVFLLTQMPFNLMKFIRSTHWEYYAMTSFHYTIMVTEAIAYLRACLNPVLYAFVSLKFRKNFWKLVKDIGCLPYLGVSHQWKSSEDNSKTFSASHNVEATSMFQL
UPR CHOP act = apoptotic UPR (CHOP) activation | CHO-CHOP luciferase reporter, luminescence; percent of tunicamycin response over DMSO baseline | activation, % at 10 µM | 330,000 compounds, 0.34% hits | AID 449763;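 active = at 10 µM dose, activation of 40% or more, normalized to positive control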;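 note: 100% = tunicamycin at 10 µg/mL and 0% = DMSO alone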
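Material: CHO-CHOP cells, stable luciferase reporter of PERK-eIF2a-CHOP signalling; quantity: 500 reporter cells seeded per well; buffer or medium: F12 medium containing 10% fetal bovine serum; compound: one dose, 10 µM in 0.5% DMSO; incubation: 6 h compound treatment, 37 °C; measured by: Steady-Glo luciferase luminescence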
APJ ag = activates the human apelin receptor APJ. P35414. CHO-K1 APJ PathHunter beta-arrestin, luminescence; 0% DMSO wells, 100% apelin. activation, % at 20 µM. 330,000 compounds, 0.11% hits. AID 2520;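 active = activation more than six SD over the plate average, tested at 20 µM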;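 note: 0% = DMSO alone and 100% = apelin-13 at 10 nM; some results filed as inactive read as strong as hits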
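Material: engineered CHO-K1 APJ arrestin reporter cells; amount: 1000 CHO-K1 reporter cells seeded per well; incubation: compound stimulation 90 min at 25 °C, detection 60 min; signal: luminescent beta-gal fragment complementation, chemiluminescent substrate; read-out basis: APJ agonist activity; controls: DMSO-only wells as negative, 10 nM Apelin-13 as positive control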
Mdm2 MdmX PPI = disrupts the human Mdm2-MdmX interaction; O15151+Q00987; SaOS-2 split-luciferase Mdm2/MdmX complementation, luminescence; inhibition, % at 8 µM; 330,000 compounds, 3% hits;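 active = inhibition of at least 50% at 8 µM in the primary screen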
CCR6 antag = CCR6 (human) receptor antagonism; P51684; CHO-K1 CCR6 PathHunter beta-arrestin, luminescence, CCL20-stimulated; inhibition, % at 20 µM; 340,000 compounds, 0.49% hits;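 active = compounds whose inhibition of the agonist-driven luminescence signal at 20 µM reaches about 50%, limit read from the data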;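 note: cells stimulated with CCL20 at 14 nM final; plate controls were DMSO with CCL20 for no effect and DMSO without agonist for full effect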
XBP1 UPR activ = adaptive UPR (XBP1) activation; CHO-XBP1 luciferase reporter, IRE1-XBP1 UPR activation, luminescence; percent of tunicamycin response, DMSO as zero; activation, % at 20 µM; 330,000 compounds, 0.33% hits; AID 463104;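 active = versus positive control, 20 µM dose yields 30% or more activation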;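 note: 100% = tunicamycin at 10 µg/mL and 0% = DMSO only wells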
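Material: CHO cell line with stable XBP1 luciferase reporter; buffer or medium: F12 medium containing 10% fetal bovine serum; compound: single point, 20 µM final compound, 1% DMSO; incubation: 6 h treatment, 37 °C; measured by: glow luminescence from Steady-Glo reagent; evaluation: activation, % of tunicamycin; control set: tunicamycin high, DMSO low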
EBI2 block = antagonists of human EBI2 receptor; 360,000 compounds, 0.81% hits; inhibition, % at 5 µM; P32249; AID 651636; EBI2 beta-arrestin recruitment, luminescence, 7a,25-OHC stimulated; in the data active = inhibition above about 38%;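 note: enzyme fragment complementation signal reports receptor beta-arrestin coupling in cells; 0% = agonist plus DMSO wells and 100% = wells without agonist; some results beyond the cut were filed as inactive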
Starred values were filed as active, the others as inactive; . = no result given. Only part of the results is shown; the hit share may differ from the screen's.

Second line of a record – APJ antagonist	tim23-1 inh	CXCR6 block	UPR CHOP act	APJ ag	Mdm2 MdmX PPI	CCR6 antag	XBP1 UPR activ	EBI2 block
1: O=c1c2ccccc2nc(N/N=C/c2ccc(O)cc2)n1O
 : 26.4	34.4	5.6	-0.5	-2.5	-9.8	0.5	-3.7	-2.1
2: O=C(c1ccc(-n2cccc2)cc1)N1CCCCC1
 : -5.9	6.6	5.2	2.9	0.8	-5.5	2.5	0.5	30.7
3: Cc1ccc(NC(=O)c2ccc(COc3ccccc3[N+](=O)[O-])o2)nc1
 : 8.2	39.1	7.3	-1.0	-2.2	22.6	13.4	0.7	-0.5
4: COCCCNC(=O)C[C@H]1C[C@H](C(=O)N2CCOCC2)[C@@]2(C)c3[nH]c4cc(CCC(=O)N(C)C)ccc4c3CCN2C1=O
 : .	30.5	-1.0	2.3	.	63.5*	18.4	2.6	-2.8
5: CCC/C(O)=N\S(=O)(=O)c1ccc(N=NN(C)C)cc1
 : -7.8	8.9	-2.0	-2.1	3.2	-7.9	0.9	-2.6	-15.1
6: CCn1c(SCC(=O)Nc2nc(C)cs2)nnc1-c1ccoc1C
 : 3.4	1.9	2.9	-1.5	-5.1	4.8	3.2	-0.3	3.0
7: O=C(c1ccc(Cl)c(F)c1F)N1CCOCC1
 : -4.9	-1.7	-5.8	2.0	-2.5	26.7	-17.9	-1.1	-0.2
8: CCC(=O)N(Cc1ccco1)C1CC(=O)N(c2ccccc2)C1=O (configuration not stated)
 : 8.8	5.4	-14.2	-1.4	0.9	-16.1	5.0	-1.8	-6.7
9: CCN(CC)CCNC(=O)c1cc(-c2ccc(Br)s2)nc2ccccc12
 : 0.7	27.5	-1.9	0.9	-0.8	43.9	20.8	3.6	-10.4
10: Cc1ccc(C(=O)N=c2sccn2C)o1
 : -10.6	19.0	-1.2	1.6	-1.3	-23.7	10.7	-1.1	-9.3
11: Cc1ccc(S(=O)(=O)N(C)S(=O)(=O)c2ccc(C)cc2)cc1
 : 6.9	9.1	3.7	-1.2	-7.2	7.7	21.2	2.1	-5.0
12: O=C(Oc1ccc(C(=S)N2CCCCC2)cc1)c1ccccc1F
 : 7.9	38.1	5.7	-1.5	-5.2	18.8	-11.1	8.7	-3.3
13: CC1=CC(=O)OC1Cc1ccncc1 (configuration not stated)
 : 16.1	-3.0	8.6	1.2	-3.6	3.4	-0.5	-1.6	-2.7
14: CC(CN1CCCCC1)OC(=O)c1ccco1 (configuration not stated)
 : 30.5	6.0	-10.1	-0.9	2.2	17.9	-8.8	-0.3	-2.0
15: C[C@H](NC(=O)c1nc[nH]c1C(=O)NC1CCNCC1)C(=O)OC(C)(C)C
 : 23.8	28.9	-3.3	1.9	-3.4	14.7	-0.9	2.5	-10.8
16: COc1ccc(NC(=O)Cn2c(=O)sc3ccccc32)c(OC)c1
 : 7.7	16.4	-3.5	0.0	-3.4	0.5	4.4	-1.9	5.3
17: O=C(c1ccccc1Cl)N1CCC(O)(c2cccnc2)CC1
 : 4.6	7.1	-3.3	0.8	-3.9	-12.4	8.7	-2.9	1.7
18: Cc1ccc(S(=O)(=O)N2CCCC2c2nc3ccccc3s2)cc1 (configuration not stated)
 : 10.3	33.9	-0.8	0.0	2.0	4.4	27.1	1.0	-2.8
19: CCOCCCNC(=S)NC1CC2CCC(C1)N2Cc1ccccc1 (configuration not stated)
 : 10.5	8.6	-0.2	-1.5	-3.5	-18.8	-18.6	0.6	-4.2
20: Cc1oc(-c2cccs2)nc1CNC[C@H]1O[C@@H](n2cnc3c(N)ncnc32)[C@H](O)[C@@H]1O
 : -1.5	-12.4	-2.3	0.1	-2.5	16.5	-17.1	1.3	-12.1
21: O=C(c1cc2cc(F)ccc2[nH]1)N1CCN(C(=O)c2ccco2)CC1
 : -65.4	-0.9	-8.5	1.3	2.4	-14.0	-14.6	0.7	67.3*
22: COc1ccc(-c2c(C)oc3c(CN4CCN(CCO)CC4)c(O)ccc3c2=O)cc1OC
 : 3.0	-5.9	3.6	-1.1	-4.0	5.4	-7.2	0.3	-3.4
23: O=C(Nc1ccc(N2CCOCC2)cc1)Nc1cnsn1
 : -0.5	1.6	-3.1	5.3	-0.7	0.2	10.5	1.7	-12.2
24: O=C(NCc1ccc(Cl)cc1)C1CCN(c2nnc(N3CCCC3=O)s2)CC1
 : 18.9	9.2	5.8	-1.5	-0.3	25.5	-3.6	-0.1	-8.3
25: O=C(/C=C/c1ccc(F)cc1)NC(=S)N1CCN(Cc2ccccc2)CC1
 : -2.8	27.4	10.9	0.6	-0.4	14.4	14.9	-1.8	34.5
26: CC(=O)N1c2ccc(S(=O)(=O)NCC3CCC(C(=O)NCc4ccccc4)CC3)cc2CC1C (configuration not stated)
 : 18.7	-5.7	-8.4	-0.6	1.8	15.8	21.1	-5.1	3.8
27: Cc1ccc(NC(=O)COc2coc(CN3CCc4ccccc43)cc2=O)c(C)c1
 : 23.8	15.1	5.2	1.2	-2.0	-0.7	4.1	-1.7	-4.5
28: Cc1cc(C)nc(/N=C(\N)Nc2ccc(SC(F)F)cc2)n1
 : 5.5	0.6	-10.7	0.3	-0.3	24.0	-0.1	0.1	-0.8
29: CCC1=NN(C(=O)c2ccc(Br)cc2)C(O)(c2ccc(C)cc2)C1 (configuration not stated)
 : 15.1	31.7	29.8	-0.6	-0.2	11.4	40.6	0.7	4.3
30: CSc1nc2nccc(-c3ccc(-c4ccccc4)cc3)n2n1
 : 3.4	15.4	7.5	-1.7	-4.1	24.6	12.5	-0.3	20.5

(next part)
Second line of a record – APJ antagonist	tim23-1 inh	CXCR6 block	UPR CHOP act	APJ ag	Mdm2 MdmX PPI	CCR6 antag	XBP1 UPR activ	EBI2 block
31: Cc1[nH]c(N=Nc2ccccc2)nc1N=Nc1ccccc1
 : 35.5	39.5	33.2	0.5	-6.5	77.2*	48.9	2.1	6.3
32: Cc1ccc(NC(=O)c2sc3nc[nH]c(=O)c3c2C)c(C)c1
 : -20.9	12.2	-11.7	1.7	1.8	-26.3	9.0	1.3	-0.2
33: Cc1cc(CNC(=O)CC2C(=O)NCCN2Cc2ccccc2)nn1C (configuration not stated)
 : 25.5	11.2	0.7	2.1	-0.9	11.6	5.2	-6.2	-10.2
34: CN1CCN(c2ccccc2NC(=O)COc2ccccc2)CC1
 : 7.3	-1.4	3.1	-1.7	-3.3	26.5	2.7	2.0	1.5
35: COc1cc(S(=O)(=O)NC2CCCCC2C)ccc1-n1cnnn1 (configuration not stated)
 : -29.2	19.3	-7.1	0.6	0.4	14.6	15.1	-2.3	-4.9
36: N#Cc1ccsc1NC(=O)CSc1nnnn1-c1ccc(O)cc1
 : -2.1	1.6	4.7	7.6	-4.7	-21.9	-1.8	1.5	22.1
37: CCOc1ccc(NC2OC(CO)C(O)C(O)C2O)c([N+](=O)[O-])c1 (configuration not stated)
 : 16.4	4.3	0.8	-1.8	-3.8	8.4	10.0	0.8	-8.5
38: COc1cccc(NC(=O)CSc2nc3ccccc3cc2Cc2ccccc2)c1
 : 5.2	0.1	3.8	-0.4	-1.6	14.4	19.2	-2.6	27.1
39: COc1ccc(/C=N/NC(=O)C(C)N(c2ccc(OC)cc2)S(C)(=O)=O)cc1 (configuration not stated)
 : 4.0	2.7	-1.5	0.7	-3.0	4.4	10.2	-1.1	-6.6
40: Cc1ccc(NC2=NC(=S)N(CC#N)C23CCCCC3)cc1
 : 10.5	11.7	3.1	1.3	-1.4	-0.3	10.3	-1.4	-2.9
41: COc1ccccc1OCC(=O)Nc1ccccc1C(=O)N1CCCC1
 : 13.7	-0.2	2.0	-0.8	-1.2	15.0	17.8	-3.1	-2.0
42: Cc1ccc(O)c(C2=NNC(c3ccc(Cl)cc3)C2)c1 (configuration not stated)
 : 70.3*	31.4	17.2	3.2	-3.6	-51.6	18.4	3.9	1.9
43: CCC(C(=O)NC1CCCC1)N(C(=O)c1snc(C(N)=O)c1N)c1ccc2c(c1)OCCO2 (configuration not stated)
 : -8.3	6.7	3.4	-1.0	-3.2	-0.4	2.1	-2.7	-0.3
44: O=C(C1CCCN(c2ncccn2)C1)N1CCc2ccccc21 (configuration not stated)
 : -2.7	24.2	-6.1	0.0	-3.9	0.9	9.2	-1.1	1.2
45: COc1ccc(S(=O)(=O)N2CCC(C(=O)NC3(C)CCS(=O)(=O)C3)CC2)cc1OC (configuration not stated)
 : -49.2	-16.8	-0.2	-0.8	-6.2	21.4	4.3	2.1	6.3
46: Cc1ccc(NC(=O)C2CCN(S(=O)(=O)c3ccc4c(c3)OCCO4)CC2)c(O)c1
 : -16.9	14.3	-12.3	1.6	16.2	-5.5	-3.9	-2.8	-7.5
47: CC(C)Cn1c(C(C)C)nc([N+](=O)[O-])c1S(=O)(=O)c1ccc(F)cc1
 : -3.4	30.3	7.0	15.8	-2.3	39.6	8.3	0.9	-80.7
48: COc1ccc(S(=O)(=O)N(C)CC(=O)NCc2cccnc2)cc1
 : -1.1	3.4	-4.1	-1.2	1.9	26.5	9.4	-2.6	-3.7
49: COc1ccc(C(O)P(=O)(OC(C)C)c2ccc(N(C)C)cc2)c(OC)c1 (configuration not stated)
 : 13.7	-0.3	0.5	4.9	-2.6	11.7	5.4	1.1	-9.0
50: CCc1nc2ccccc2n1CC(=O)NC1CCS(=O)(=O)C1 (configuration not stated)
 : -7.0	11.3	-9.9	-1.4	-7.0	-0.7	8.5	-0.7	-3.0
51: O=C1CN(c2nc(-c3ccccc3)c3cc(Br)ccc3n2)c2ccccc2N1
 : -12.5	4.7	.	37.9	5.9	66.1*	.	14.4	.
52: CCCCOc1ccc(C(=O)N2CCC(C)CC2)cc1
 : 2.6	19.4	3.5	-2.2	-4.4	0.6	12.2	-0.8	17.3
53: Oc1[nH]c2ccccc2c1N=NC(=S)NCC1CCCO1 (configuration not stated)
 : 35.0	14.9	6.3	2.4	-2.2	10.6	23.5	-0.1	3.0
54: COc1cccc(NC(=S)N(Cc2ccc(C)cc2)Cc2ccccn2)c1
 : -21.2	18.8	-6.5	-1.1	-3.4	23.6	4.0	-0.8	-0.4
